# Cycloheximide cs: affects cycloheximide protein synthesis inhibition readout, counter-screen | cell reporter, cycloheximide protein synthesis inhibition counterscreen | max response, % | 12% of 300,000 active; in the data active = max response mostly above about 13%, no sharp cut-off; inactive = mostly below about 14%; also: read at 38.3 µM for the half of the compounds with a filed dose; 0% is about no effect
# Pf growth 96h: inhibits malaria parasite growth, 96 h; P. falciparum luciferase reporter growth, 96 h; Potency, µM (series often up to 28.7 µM), without a hit: top-dose activity change, negative = inhibition, most hits filed as inhibitors; 6.9% of 320,000 active; also: potency is read from the fitted curve at half-maximal effect; % is scaled to controls: 0 for no effect and ±100 for the full control effect
#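 Delayed-death screen, second-generation endpoint: infected erythrocytes, 2% hematocrit, 0.05% parasitemia final; 96 hours at 37 C, 5% CO2; luciferase detection reagent; luminescence decrease equals reduced growth.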
# Sm TGR inh: blocks Schistosoma mansoni thioredoxin glutathione reductase. 3% of 360,000 active. purified TGR, DTNB reduction, TNB absorbance 405 nm. AID 485364. Potency, µM (top dose mostly 114 µM), inactives show at the top dose activity change, negative = inhibition, hits mostly inhibitors; also: potency is read from the fitted curve at half-maximal effect; % is scaled to controls: 0 for no effect and ±100 for the full control effect; nearly all actives have a fitted effect of over 60% in size
#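 TGR 20 nM + NADPH 100 uM (dispensed conc.), cpd preinc 15 min RT; start with NADPH (500 uM addition) then DTNB (15 mM addition). Kinetic TNB absorbance, 405 nm filter. Four-parameter Hill fit across titration.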
# Giardia FBPA inh: blocks Giardia fructose-bisphosphate aldolase activity. A8B2U2. purified Giardia FBPA. Potency, µM (highest dose often 59.6 µM), without a hit: at the top dose activity, negative = inhibition, hits mostly inhibitors. 0.71% of 290,000 active. AID 2451; also: potency is read from the fitted curve at half-maximal effect; % is scaled to controls: 0 for no effect and ±100 for the full control effect; nearly all actives have a fitted effect of over 55% in size
# Target sequence (A8B2U2 whole entry, looked up): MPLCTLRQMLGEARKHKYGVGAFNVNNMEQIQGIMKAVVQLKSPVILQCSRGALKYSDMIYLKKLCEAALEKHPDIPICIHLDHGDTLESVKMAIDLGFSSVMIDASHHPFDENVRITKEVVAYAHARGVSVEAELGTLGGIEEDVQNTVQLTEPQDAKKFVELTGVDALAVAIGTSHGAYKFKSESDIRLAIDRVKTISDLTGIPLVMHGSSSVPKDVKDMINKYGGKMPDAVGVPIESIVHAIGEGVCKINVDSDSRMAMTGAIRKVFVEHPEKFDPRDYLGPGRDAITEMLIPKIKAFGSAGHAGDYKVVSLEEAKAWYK
#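 Giardia FBPA (40 nM reagent) was preincubated 10 min at RT with compound (up to 57.5 uM final), then substrate plus GAPDH/TPI/NAD/arsenate coupling system with diaphorase/resazurin was added; resorufin fluorescence (525/598 nm) was read after 20 min.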
# Shiga inhibitor: Shiga toxin inhibition; Vero cells, Shiga toxin protein synthesis inhibition reporter; inhibition, % at 38.7 µM; 9.2% of 290,000 active; AID 2315; in the data active = inhibition mostly above about 28%, no sharp cut-off; inactive = mostly below about 43%; also: 0% is about no effect
# Pf growth 48h: inhibits P. falciparum growth in the first generation, 48 h | 5.9% of 310,000 active | P. falciparum luciferase growth in erythrocytes, 48 h | Potency, µM (titrated, usually from 28.7 µM), without a hit: top-dose activity change, negative = inhibition, actives largely listed as inhibitors; also: potency is read from the fitted curve at half-maximal effect; % is scaled to controls: 0 for no effect and ±100 for the full control effect
#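 Cell-based growth assay: transgenic P. falciparum expressing firefly luciferase, cultured in red cells within RPMI 1640 containing 0.5% w/v Albumax, 24 mM bicarbonate and gentamycin. A drop in luciferase activity indicates inhibition.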
# The depositor's hits bear a star; ? = inconclusive; . = no result given; [ ] = remark or other dose. Unless noted, calls follow the shape of the dose curve; as a rule, active = well fitted curve in the direction sought with a large enough effect; inconclusive = small, poorly fitted or top-dose-only effect, or another doubt; inactive = no such curve, though single readings can be large; an effect the other way counts as inactive or inconclusive.
SMILES,Cycloheximide cs,Pf growth 96h,Sm TGR inh,Giardia FBPA inh,Shiga inhibitor,Pf growth 48h
COc1ccc(CNC(=O)CCN2C(=O)[C@@H]3Cc4ccccc4CN3C2=O)cc1,-3,?,-1%,.,-11,16%
C/C(=N\NC(=O)c1ccc(CSc2nc(C)cc(C)n2)cc1)C1CCCCC1,-4,?,-18%,-3%,-10,?
O=C(O)c1cccc(NS(=O)(=O)c2ccc(C3CCCCC3)cc2)c1,10,?,.,?,29,3%
CCN(CC)NC(=O)Nc1ccccc1,8,-11%,13%,6%,-6,10%
Cc1cccc2cc(C#N)c(SCC(=O)NNC(=O)Cc3ccccc3)nc12,-3,54%[activator],-10%,1%,-6,52%[activator]
CCCN(CCC)CCNc1c(N2CCN(C(=O)OCC)CC2)c(=O)c1=O,-5,.,6%,-4%,-4,.
COc1ccc(CN(C(=O)/C=C/c2ccco2)C2CCS(=O)(=O)C2)cc1 (stereo unspecified),-2,-1%,2µM*,0%,-6,13%
O=C1Nc2cc(S(=O)(=O)N3CCCC3)ccc2N2CCCC12 (stereo unspecified),4,-17%,13µM*,1%,-12,17µM*
C1CCN(c2nc(N3CCCC3)nc(N3CCNCC3)n2)C1,-4,80%[activator],5%,7%,-7,13%
O=C(Nc1ccc(N2CCOCC2)c(Cl)c1)c1ccc(-n2cnnc2)cc1Cl,-1,17%,-3%,.,-6,-11%
O=S(=O)(Nc1cc(S(=O)(=O)N2CCOCC2)ccc1O)c1ccc2c(c1)OCCCO2,.,-29%,1%,.,.,-14%
O=C(COC(=O)C1CC1)Nc1ccc2[nH]c(=O)[nH]c2c1,-2,27%,-21%,-6%,-26,6%
C#CCn1cnc2c(cnn2-c2ccc(C)c(C)c2)c1=O,35*,?,-16%,4%,141*,123%[activator]
O=C(O)C(Cc1cc2ccccc2[nH]1)N1C(=O)C2CC=C(Cl)CC2C1=O (stereo unspecified),-4,?,1%,8%,-3,9%
CNc1oc(-c2ccc(OCc3ccccc3)cc2)nc1C#N,24*,.,-13%,-3%,38,37%[activator]
CCOC(=O)C1CCCN(C(=O)c2ccc3c(c2)NC(=O)C(N2CCOCC2)S3)C1 (stereo unspecified),-2,?,-4%,1%,-9,8.3µM*
Cc1ccc([N+](=O)[O-])cc1NC(=O)Cc1cccs1,4,-16%,-3%,-6%,-2,36%[activator]
COc1ccc(-n2c(SCC(N)=O)nnc2-c2ccco2)cc1,-4,103%[activator],0%,-1%,-25,?
CCNS(=O)(=O)c1ccc(CCC(=O)NCc2ccccn2)cc1,5,19%,18%,-11%,.,0%
COc1cc2cc(CN(CCCN3CCOCC3)C(=O)Nc3ccccc3F)c(=O)[nH]c2cc1OC,2,28%,1%,0%,-13,-6%
COc1ccc(C(CNC(=O)c2ccc(-n3cnnn3)cc2)N2CCOCC2)cc1 (stereo unspecified),-2,?,-7%,5%,5,-25%
CCC(C)(C)NC(=O)COc1ccc(C(=O)c2ccccc2)cc1,22*,-12%,5%,0%,54,-17%
COc1ccccc1NC(=O)Cc1noc(CSc2nnc(C(F)(F)F)n2C)n1,-7,?,7%,8%,-9,?
Cc1cc(Cl)ccc1OC(C)C(=O)NN1C(=O)c2ccccc2C1=O (stereo unspecified),1,43%[activator],1%,-5%,-11,12%
CCOC(=O)C1=C(C)N=C2c3ccccc3C(=O)C2C1c1ccccc1 (stereo unspecified),-3,-18%,-3%,4%,-12,?

# Of the compounds above, these contain fluorine.
SMILES,Cycloheximide cs,Pf growth 96h,Sm TGR inh,Giardia FBPA inh,Shiga inhibitor,Pf growth 48h
COc1cc2cc(CN(CCCN3CCOCC3)C(=O)Nc3ccccc3F)c(=O)[nH]c2cc1OC,2,28%,1%,0%,-13,-6%
COc1ccccc1NC(=O)Cc1noc(CSc2nnc(C(F)(F)F)n2C)n1,-7,?,7%,8%,-9,?

# Copied from the list.
# COc1cc2cc(CN(CCCN3CCOCC3)C(=O)Nc3ccccc3F)c(=O)[nH]c2cc1OC @ Shiga inhibitor = -13
# Cc1cccc2cc(C#N)c(SCC(=O)NNC(=O)Cc3ccccc3)nc12 @ Shiga inhibitor = -6

# Next entries.
SMILES,Cycloheximide cs,Pf growth 96h,Sm TGR inh,Giardia FBPA inh,Shiga inhibitor,Pf growth 48h
S=C(NCc1ccccc1)NCc1ccccc1Cl,9,?,-15%,.,-8,6%
Cc1ccc(-c2cc(C(=O)Nc3cccc(S(=O)(=O)N(C)C)c3)c3ccccc3n2)o1,14,?,22µM*,-8%,-6,?
CCC1COCCS(=O)(=O)N1Cc1cccc(Cl)c1 (stereo unspecified),1,2%,-1%,-4%,-2,8%
Nc1nc(N2CCOCC2)n[nH]1,-1,-6%,-6%,4%,23,-21%
COc1ccc2nc(N)sc2c1,13,-2%,10%,2%,9,31%[activator]
COc1ccc(C2=CC(=O)C[C@H](c3ccc4c(c3)OCO4)C2)cn1,.,?,-14%,.,.,?
O=C(NCc1ccncc1)C(=O)N/N=C/c1ccc(OCc2ccccc2)cc1,8,148%[activator],12%,1%,-9,6%
CCCS(=O)(=O)c1cnc(C2COc3ccccc3O2)nc1N (stereo unspecified),-2,111%[activator],-1%,9%,-3,22%
COc1ccc(O[C@H]2C=C[C@@H](c3ccccc3)O[C@@H]2COC(=O)CC/C(C)=N/O[C@@H](C)CN2CCCCc3nc(C)c(C)cc32)cc1,-4,8.3µM*,-26%,-12%,-11,5.9µM*
O=C(O)c1cn(C2CCCCC2)c2ccccc2c1=O,-3,-19%,-1%,-16%,-1,?
Brc1ccc(-c2nnc3sc(CN4CCN(c5ccccc5)CC4)cn23)cc1,-4,15%,6%,0%,-5,-5%
CCOc1ccccc1NC(=S)N(CCC(C)C)C1CCN(C(C)=O)CC1,2,?,0%,0%,-10,?
COc1ccc(NC(=O)CSc2nnc(-c3ccoc3C)n2CCc2ccccc2)cc1,0,12%,-3%,7%,15,?
CCOC(=O)C1=C(C)OC(N)=C(C#N)C1c1ccc(OC)c(C)c1OC (stereo unspecified),3,?,?,-15%,-18,-10%
CCc1ccc(C(=O)Nc2cccc(-c3nn[nH]n3)c2)s1,4,45%[activator],-2%,?,11,?
COc1ccc(OC)c(-c2csc(NC(=O)CSc3nnnn3C)n2)c1,.,13%,-1%,.,.,-19%
CCCCNC(=O)[C@H]1C[C@H]1[C@@H](O)[C@H](CO)NC(=O)[C@H](CC(C)C)NC(=O)OC(C)(C)C,-1,19%,-15%,9%,-8,-8%
COc1ccc(NS(=O)(=O)c2ccc(Cl)c(NC(=O)c3cccnc3Cl)c2)cc1,12,6%,-11%,2%,-12,?
COC(=O)CSCC(=O)Nc1nnc(-c2cccc(C)c2)s1,1,0%,3%,2%,25,6%
O=C(Cn1cnc2ccccc21)Nc1cccc([N+](=O)[O-])c1,4,?,-12%,-4%,-4,-13%
CCCc1ccc(Oc2coc3cc(OCC(=O)Nc4ccccc4C)ccc3c2=O)cc1,0,27%,2%,-1%,-11,-4%
Cc1ccc(N(Cc2ccco2)C(=O)c2ccc(N3CCCCC3)c([N+](=O)[O-])c2)cc1,44*,12µM*,0%,9%,106*,0%
Cc1ccccc1OCC(=O)Nc1nc(C)c(C(=O)N(C)C)s1,8,15%,-19%,-4%,13,-3%
COc1cc(Cl)c(C)cc1NC(=O)CN1C(=O)C2CCCCC2C1=O (stereo unspecified),.,25%,0%,.,.,3%
Cc1nc(NCc2ccc3c(c2)OCO3)c2nnn(Cc3ccccc3)c2n1,2,12µM*,5%,-3%,5,3%
SMILES,Cycloheximide cs,Pf growth 96h,Sm TGR inh,Giardia FBPA inh,Shiga inhibitor,Pf growth 48h
COc1ccc([N+](=O)[O-])cc1NC(=O)C1CCCN1S(=O)(=O)c1cccs1 (stereo unspecified),.,-15%,1%,.,.,?
NC(=O)C1CCN(Cc2ccc(OCc3ccccc3)cc2)CC1,25*,92%[activator],-6%,?,54*,105%[activator]
Cc1ccc(Cn2c(SC(C)C(N)=O)nc3ccccc3c2=O)cc1 (stereo unspecified),0,?,13%,1%,-5,?
COc1ccc(C(=O)Oc2ccc(/C=N/Nc3ccc(Cl)c(C(=O)O)c3)cc2OC)cc1,21*,198%[activator],-12%,0%,93*,104%[activator]
CCC(C)NC(=O)c1ccc(CS(=O)(=O)Cc2ccc(Cl)cc2)o1 (stereo unspecified),1,-48%,-30%,3%,-8,.
COc1cccc(NC(=O)c2cccnc2)c1,32*,-2%,1%,7%,31,56%[activator]
NC(=O)c1ccc[n+](Cc2ccccc2)c1,-2,-15%,1%,-8%,14,7%
CN(C(=O)c1ccco1)c1nc2c(s1)CCCC2,31*,265%[activator],-5%,-1%,42*,.
O=C(Nc1ccc(C(=O)NCCCN2CCCCC2)cc1)C1=CSCCO1,9,?,4%,.,12,22%
Cc1onc(-c2ccccc2Cl)c1C(=O)OCC(=O)N1CCN(c2ccccc2)CC1,.,?,-11%,.,.,?
COC(=O)c1cn(Nc2ncc(C(F)(F)F)cc2Cl)c(=O)c2ccccc12,7,?,5%,3%,20,.
Cc1ccc(C2=NN=C(NC(=O)CSc3nc(C)cc(C)n3)SC2)cc1,-7,-5%,-6%,-15%,-11,?
C=CCn1c(SCC(=O)NC2CCCC2)nnc1-c1cccnc1,-2,-14%,?,?,23,-7%
O=C(/C=C/c1ccc(F)cc1)N1CCN(c2ncccn2)CC1,24*,-15%,2%,1%,71*,-6%
O=C(Nc1ccc(Cl)c(Cl)c1)Nc1ccccc1O,57*,69%[activator],-32%,-29%,91*,138%[activator]
COC(=O)c1cccc(CSc2nnc(C)s2)c1,23*,147%[activator],1%,-19%,97*,103%[activator]
COc1ccc(CCn2c(C)cc(C(=O)CN3C(=O)C(=O)N(C4CCCC4)C3=O)c2C)cc1OC,.,?,1%,.,.,9.3µM*
CCOC(=O)N1CCN(C(=O)C2CCN(S(=O)(=O)c3ccc(Br)s3)CC2)CC1,-1,44%[activator],-1%,6%,-20,.
O=C(NC1CC1)C1=C[C@@H](c2ccc(Br)cc2)C[C@@H](OCc2ccc(CO)cc2)O1,-4,39%[activator],14%,1%,-2,35%[activator]
CN(C)S(=O)(=O)Oc1ccc(Cl)cc1C(=O)Nc1cccc(C(F)(F)F)c1,1,?,3%,0%,9,?
COc1cccc(-c2c(C#N)c(SC)nc3cc(C)nn23)c1,1,1%,9%,2%,-8,-8%
CC(/C=N\N1CCN(c2ccc(Cl)cc2)CC1)=C\c1ccccc1,-2,41%[activator],1%,3%,-2,-3%
O=C(COC(=O)c1ccc([N+](=O)[O-])s1)NC(=O)NCc1ccccc1,9,44%[activator],?,-10%,-4,9%
COC(=O)c1sc(N)c(C(=O)OC)c1CSc1nnnn1C,-6,9.3µM*,24%,0%,-14,10µM*
Cc1nc(SCN2C(=O)c3ccccc3C2=O)n[nH]1,-1,8%,-16%,11%,-5,-2%
SMILES,Cycloheximide cs,Pf growth 96h,Sm TGR inh,Giardia FBPA inh,Shiga inhibitor,Pf growth 48h
CCCc1cc(=O)c2c(O)ccc(OC)c2o1,-2,-23%,4%,0%,-14,?
CCc1ccc(N2C(=O)CC(=O)NC2=O)cc1,-2,-24%,?,-4%,-4,4%
COc1ccccc1N(CC(=O)NCc1ccccn1)S(C)(=O)=O,-2,?,3%,-3%,-10,-25%
COCCNC(=O)/C(C#N)=C/c1ccc(O)cc1,19*,89%[activator],-9%,8%,32,156%[activator]
COc1ccc(NC(=O)N2CCN(c3cccc(C(F)(F)F)c3)CC2)cc1,-3,2%[5.75 µM],7%,7%,-7,-7%
CC(=O)N1CCn2c3c(c(=O)c4cc(C)ccc42)CCC31 (stereo unspecified),-3,.,20µM*,?,-20,?
COc1ccccc1C(=O)Nc1ccnn1C1CCN(C2CCSCC2)CC1,-1,-18%,-13%,5%,11,4%
O=C(C1CC(=O)N(C2CCCCC2)C1)N1CCN(c2ccccc2)CC1 (stereo unspecified),-1,-6%,-3%,.,28,?
CCOC(=O)NC(NS(=O)(=O)c1ccccc1)(C(=O)OCC)C(F)(F)F (stereo unspecified),-3,8%,-16%,-1%,-3,-1%
